Screening data as filed in PubChem.
Neddylation inh: inhibitors of cullin neddylation, primary screen, biochemical, TR-FRET, uHTS, NAE and Ubc12. actives 0.58% (n = 360,000). calls only at 25 µM; in the data active means inhibition above about 36%
NadD block: inhibitors of S. aureus NadD, primary screen, biochemical, colorimetric, uHTS. Nicotinate-nucleotide adenylyltransferase NadD (Staphylococcus aureus N315). purified NadD enzyme, colorimetric absorbance read-out. inhibition, % at 20 µM. actives 0.78% (n = 360,000); in the data active means inhibition above about 26%; further: some compounds past the cut are filed as inactive
CendR NRP1 mod: modulators of CendR peptide binding to NRP-1, primary screen, biochemical, fluorescence polarization, uHTS. inhibition, % at 25 µM. FAM-RPARPAR peptide binding to NRP-1. AID 602438, 2012. actives 0.85% (n = 360,000);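 active means inhibition or corrected inhibition above about 18%, plus a signal ratio from 0.5 to 1.5, limit read from the data, passing the limit was not always enough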; further: strong numbers were not always called active
SUMO1-SIM PPI: modulators of SUMO1 protein-protein interactions, primary screen, biochemical, uHTS; Small ubiquitin-related modifier 1 (Homo sapiens), P63165; SUMO1 binding to a labelled peptide, TR-FRET, 1 h; inhibition, % at 20 µM; actives 0.33% (n = 360,000); AID 602429, 2012; in the data active means inhibition above about 37%
Target sequence (P63165 whole entry, looked up): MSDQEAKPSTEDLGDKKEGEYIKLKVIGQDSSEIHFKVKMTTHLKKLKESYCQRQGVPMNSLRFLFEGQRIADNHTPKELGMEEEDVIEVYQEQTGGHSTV
SKN-1 block: suppressors of acrylamide-induced Pgst-4::GFP reporter in worms, primary screen, SKN-1 inhibitor project, whole organism, uHTS, GFP/RFP fluorescence ratio, strain VP596 | inhibition, % at 21.8 µM | C. elegans VP596 Pgst-4::GFP/RFP ratio, 24 h | actives 0.49% (n = 360,000);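 active means interference check ratio from 0.5 to 1.5 plus GFP to RFP signal ratio inhibition reaching or exceeding a fixed threshold, cut at about 30% in these data, passing the limit was not always enough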; further: some compounds called inactive have numbers as strong as hits
LMPTP block: LMPTP phosphatase inhibitors, primary screen, biochemical, fluorescence intensity, uHTS. Low molecular weight phosphotyrosine protein phosphatase (Homo sapiens), P24666. recombinant LMPTP-A, OMFP fluorogenic substrate. inhibition, % at 20 µM. actives 0.22% (n = 360,000). AID 651560, 2012;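 active means compounds that cut the enzyme signal by at least half of the control window in the single-dose screen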;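 further: plate controls were DMSO wells with enzyme plus substrate for no effect and substrate without enzyme for full effect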
Target sequence (P24666 whole entry, looked up): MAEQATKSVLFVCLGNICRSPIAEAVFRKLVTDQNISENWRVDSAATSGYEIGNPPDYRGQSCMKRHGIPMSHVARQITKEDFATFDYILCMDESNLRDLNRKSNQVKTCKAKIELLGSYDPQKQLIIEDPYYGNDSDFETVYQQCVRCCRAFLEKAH
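Assay system: LMPTP-A phosphatase enzyme | Input: 0.625 nM enzyme | Also added: Fluorogenic phosphatase substrate OMFP at 400 µM final | Compound dosing: One test concentration per compound, 20 µM, with 3% DMSO overall | Schedule: 50 min enzyme reaction at room temperature, protected from light | Signal: Fluorescence intensity | Benchmarks: no-enzyme and uninhibited controls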
STEP inh: STEP phosphatase inhibitors, primary screen, biochemical, fluorescence intensity, uHTS. Tyrosine-protein phosphatase non-receptor type 5 (Homo sapiens), P54829. recombinant STEP, OMFP fluorogenic substrate. inhibition, % at 20 µM. actives 0.25% (n = 360,000). AID 588621, 2011;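 active means inhibition at 20 µM, scaled per plate between control wells, above about 37%, limit read from the data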;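 further: 0% = DMSO with enzyme and substrate and 100% = substrate only without enzyme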
Target sequence (P54829 whole entry, looked up): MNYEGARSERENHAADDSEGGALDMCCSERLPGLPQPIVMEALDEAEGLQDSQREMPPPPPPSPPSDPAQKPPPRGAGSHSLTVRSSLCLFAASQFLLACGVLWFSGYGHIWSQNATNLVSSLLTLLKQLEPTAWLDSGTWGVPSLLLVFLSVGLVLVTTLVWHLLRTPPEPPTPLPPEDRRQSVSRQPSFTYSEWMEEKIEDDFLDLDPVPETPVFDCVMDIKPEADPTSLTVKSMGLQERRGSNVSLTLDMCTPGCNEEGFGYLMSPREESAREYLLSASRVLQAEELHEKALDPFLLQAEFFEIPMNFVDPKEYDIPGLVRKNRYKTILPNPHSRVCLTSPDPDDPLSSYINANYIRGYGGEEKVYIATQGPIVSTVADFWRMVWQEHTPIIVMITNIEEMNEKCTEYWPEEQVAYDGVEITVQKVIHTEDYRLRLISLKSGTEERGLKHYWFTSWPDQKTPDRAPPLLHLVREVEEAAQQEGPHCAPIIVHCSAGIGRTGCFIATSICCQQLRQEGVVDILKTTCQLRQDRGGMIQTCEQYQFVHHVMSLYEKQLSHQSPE
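material = STEP tyrosine phosphatase | reagent = fluorogenic phosphatase substrate OMFP at 25 µM final | doses = single compound dose of 20 µM, 1% DMSO final | schedule = 20 min reaction, room temperature, in the dark | measured by = fluorescence, 480/540 nm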
DNMT1 block: human DNMT1 methyltransferase inhibitors, primary screen, biochemical, molecular beacon, fluorescence, HinP1I cleavage, uHTS; DNA (cytosine-5)-methyltransferase 1 (Homo sapiens), P26358; inhibition (reported as % activation of signal), % at 10 µM; actives 0.83% (n = 360,000); in the data active means inhibition above about 50%
Tb MetRS inh: T. brucei MetRS inhibitors, primary screen, biochemical, luminescence. purified T. brucei MetRS, ATP depletion, Kinase-Glo luminescence. inhibition, % at 11.9 µM. actives 0.4% (n = 360,000);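 active means inhibition above a per-plate cutoff of the control wells' mean inhibition plus 3 SD, cut at about 5.5% in these data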;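 further: 0% = DMSO wells median and 100% = median of wells with control inhibitor compound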
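technique = Kinase-Glo luminescence, ATP depletion format | system = purified MetRS (methionyl-tRNA synthetase) enzyme from Trypanosoma brucei | timing = 15 min preincubation, 2 h reaction, all 25 °C | evaluation = percent inhibition versus plate control medians | dosing = single dose, 11.9 µM final nominal, 0.9% final DMSO | also added = substrates ATP, L-methionine and bulk Escherichia coli tRNA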
Scp-1 inhibitor: Scp-1 phosphatase inhibitors, primary screen, biochemical, colorimetric, uHTS. Carboxy-terminal domain RNA polymerase II polypeptide A small phosphatase 1 (Homo …. Recombinant Scp1, phosphopeptide, malachite green phosphate absorbance. inhibition, % at 20 µM. actives 0.88% (n = 340,000);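 active means inhibition above about 50% at 20 µM, limit read from the data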;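 further: plate controls were DMSO wells with enzyme for no effect and wells lacking enzyme for full effect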
Target sequence (Q9GZU7 76-261 limits assumed): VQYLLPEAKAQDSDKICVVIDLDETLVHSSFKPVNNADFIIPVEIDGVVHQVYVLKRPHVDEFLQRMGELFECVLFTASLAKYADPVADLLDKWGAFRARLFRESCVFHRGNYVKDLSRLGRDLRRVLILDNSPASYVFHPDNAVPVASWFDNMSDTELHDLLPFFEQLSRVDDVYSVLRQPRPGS
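Incubation: 45 min enzyme reaction at room temperature / System: truncated SCP-1 phosphatase (76-261aa) / Reagent: Phospho 17-mer peptide substrate / Buffer or medium: Acidic Tris acetate buffer with magnesium and detergent / Signal: absorbance at 630 nm / Doses: one concentration, 20 µM, with 1.0% DMSO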
Active calls of the source: *; i = inactive; nt = no result given; + = active, no number.

Neddylation inh,NadD block,CendR NRP1 mod,SUMO1-SIM PPI,SKN-1 block,LMPTP block,STEP inh,DNMT1 block,Tb MetRS inh,Scp-1 inhibitor,canonical_smiles
i,9,5,-20,25,4.1,0,-1,-0.3,-3,COc1ccc(/C=C2\SC(=S)N(CC(=O)NC3CCS(=O)(=O)C3)C2=O)cc1 (stereo unspecified)
i,1,5,2,8,-1.9,0,-5,0.1,4,O=C1CNC(=O)/C1=C/c1ccc(Br)cc1
nt,1,3,-9,5,1.8,1,2,-0.1,0,CC1CCCCC1NC(=O)c1cc2c(=O)n3ccccc3nc2n1C (stereo unspecified)
i,-4,6,8,-3,48,8,43,0.5,-6,NS(=O)(=O)c1ccc(CCNC(=O)c2ccc(-c3ccccc3)cc2)cc1
i,-2,12,7,-2,-3.1,2,2,-0.4,-4,N#CCCN(C(=O)COC(=O)c1cc(S(=O)(=O)N2CCOCC2)ccc1Cl)c1ccc(F)cc1
i,-8,-1,-30,-1,-2.0,-1,0,0.4,1,CSC1=N/C(=C/c2ccc(-n3cncn3)cc2)C(=O)N1
i,-8,-12,0,-8,-0.8,-3,4,-0.2,-9,C=CCn1c(Cc2ccc(OC)cc2)nnc1SCC(N)=O
i,3,-4,5,13,-0.4,3,2,0.2,-1,Cc1csc(NC(=O)C2CC(=O)N(c3ccc4c(c3)OCCO4)C2)n1 (stereo unspecified)
i,-3,-17,-25,4,-2.3,3,3,-0.2,-1,FC(F)(F)c1cnc(N/N=C/c2ccncc2)c(Cl)c1
i,1,5,-3,2,-0.4,-2,2,0.0,-5,COc1ccccc1C(=O)NC1CCN(C(=O)Nc2ccc(C)cc2)CC1
i,-10,-6,-24,-11,5.5,-2,-2,0.0,0,CCCN1CCN(CCCNC(=O)c2cc3c(s2)-c2ccccc2OC3)CC1
i,8,-6,-6,15,-0.8,5,-2,-1.3,nt,Cn1cc(Cc2ccc(C(=O)N3CCCCC3)cn2)c2ccccc21
i,0,-4,-26,-7,-0.1,1,-1,-0.5,-14,COc1ccc(C(=O)N/N=c2\oc3ccccc3cc2C(N)=O)cc1
i,7,10,5,5,-0.5,1,-3,-0.8,0,CN(C)/C(=N\S(=O)(=O)c1ccc(Br)cc1)c1ccccc1
i,11,-12,-17,17,7.5,-2,1,-0.5,22,COc1ccc(/C=C/c2cc(-c3ccc(C)cc3)o[n+]2C)cc1
i,-8,12,0,-7,0.5,-2,0,-0.6,7,O=C(COC(=O)c1cccc(S(=O)(=O)N2CCCCCC2)c1)NCc1ccc(Cl)cc1

Random excerpt: two compounds from above
Neddylation inh,NadD block,CendR NRP1 mod,SUMO1-SIM PPI,SKN-1 block,LMPTP block,STEP inh,DNMT1 block,Tb MetRS inh,Scp-1 inhibitor,canonical_smiles
i,7,10,5,5,-0.5,1,-3,-0.8,0,CN(C)/C(=N\S(=O)(=O)c1ccc(Br)cc1)c1ccccc1
i,-3,-17,-25,4,-2.3,3,3,-0.2,-1,FC(F)(F)c1cnc(N/N=C/c2ccncc2)c(Cl)c1

Next entries
Neddylation inh,NadD block,CendR NRP1 mod,SUMO1-SIM PPI,SKN-1 block,LMPTP block,STEP inh,DNMT1 block,Tb MetRS inh,Scp-1 inhibitor,canonical_smiles
i,2,-3,-72,-16,-2.2,1,4,-0.1,-5,CN1C(=O)c2ccc(C(=O)Nc3ccc(Br)cn3)cc2C1=O
i,-8,-18,-9,-2,1.5,0,2,-0.7,-7,COc1ccc(C(=O)Cc2cc(OC)c(OC)cc2C(=O)c2ccccc2F)cc1OC
i,9,4,11,21,-0.1,1,1,-0.3,-5,CS(=O)(=O)c1ccccc1-c1nnc(NC(=O)COc2ccc(Cl)cc2)o1
i,-9,-3,32,5,-1.9,-2,3,-0.4,9,Oc1ccc(C[C@H]2CNCCN2CCc2cccc3ccccc23)cc1
i,1,-4,3,-7,-4.0,2,0,-0.4,1,O=CN1CCCN(Cc2nc(Cc3ccccc3F)no2)CC1
i,4,-4,-2,0,-2.9,0,4,0.3,nt,CCCCC(=O)N(C)c1c(C)nc2ccc(C(=O)N3CCN(C(C)=O)CC3)cn12
i,-3,4,1,-1,-1.2,-1,-4,-0.7,11,COCCN(CC1CCCN(C2Cc3ccccc3C2)C1)C(=O)c1ccc(C(C)=O)cc1 (stereo unspecified)
i,nt,6,5,23,-0.2,nt,nt,-0.2,nt,Cc1cccc(N2CCN(C3C(=O)Nc4ccccc4-n4nnnc43)CC2)c1C (stereo unspecified)

Six of these compounds, set out differently:
smiles	Neddylation inh	NadD block	CendR NRP1 mod	SUMO1-SIM PPI	SKN-1 block	LMPTP block	STEP inh	DNMT1 block	Tb MetRS inh	Scp-1 inhibitor
Cc1cccc(N2CCN(C3C(=O)Nc4ccccc4-n4nnnc43)CC2)c1C (stereo unspecified)	i	nt	6	5	23	-0.2	nt	nt	-0.2	nt
CCCCC(=O)N(C)c1c(C)nc2ccc(C(=O)N3CCN(C(C)=O)CC3)cn12	i	4	-4	-2	0	-2.9	0	4	0.3	nt
COc1ccc(C(=O)Cc2cc(OC)c(OC)cc2C(=O)c2ccccc2F)cc1OC	i	-8	-18	-9	-2	1.5	0	2	-0.7	-7
O=CN1CCCN(Cc2nc(Cc3ccccc3F)no2)CC1	i	1	-4	3	-7	-4.0	2	0	-0.4	1
CS(=O)(=O)c1ccccc1-c1nnc(NC(=O)COc2ccc(Cl)cc2)o1	i	9	4	11	21	-0.1	1	1	-0.3	-5
CN1C(=O)c2ccc(C(=O)Nc3ccc(Br)cn3)cc2C1=O	i	2	-3	-72	-16	-2.2	1	4	-0.1	-5

The listing picks up, starting 4 compounds before the break.
Neddylation inh,NadD block,CendR NRP1 mod,SUMO1-SIM PPI,SKN-1 block,LMPTP block,STEP inh,DNMT1 block,Tb MetRS inh,Scp-1 inhibitor,canonical_smiles
i,1,-4,3,-7,-4.0,2,0,-0.4,1,O=CN1CCCN(Cc2nc(Cc3ccccc3F)no2)CC1
i,4,-4,-2,0,-2.9,0,4,0.3,nt,CCCCC(=O)N(C)c1c(C)nc2ccc(C(=O)N3CCN(C(C)=O)CC3)cn12
i,-3,4,1,-1,-1.2,-1,-4,-0.7,11,COCCN(CC1CCCN(C2Cc3ccccc3C2)C1)C(=O)c1ccc(C(C)=O)cc1 (stereo unspecified)
i,nt,6,5,23,-0.2,nt,nt,-0.2,nt,Cc1cccc(N2CCN(C3C(=O)Nc4ccccc4-n4nnnc43)CC2)c1C (stereo unspecified)
i,1,-13,2,5,-0.5,2,3,-0.2,1,Cc1ccc(N2C(=O)CSC2c2c(F)cccc2Cl)cc1 (stereo unspecified)
i,-5,-22,-1,-4,1.2,0,-1,-0.7,-14,COc1ccc(NC(=O)c2cc3ccccc3cc2OC)cc1OC
i,4,15,-3,-3,-1.6,0,-1,0.1,-7,CCCNC(=O)c1ccc(C2SCC(=O)N2Cc2ccccc2)cc1 (stereo unspecified)
i,0,-8,8,-3,-1.2,-2,3,0.3,-14,COc1cccc(CN2CCN(c3ncccn3)CC2)c1
+,4,-21,-11,-1,0.4,0,1,0.3,-9,O=C1CSC(c2cn(-c3ccccc3)nc2-c2cc3ccccc3oc2=O)N1Cc1cccnc1 (stereo unspecified)
nt,-4,2,3,1,-2.4,-2,3,0.2,-10,COc1ccccc1-c1coc2c(CN3CCCCC3C)c(O)ccc2c1=O (stereo unspecified)
i,-4,7,-3,3,-3.4,-3,3,-1.1,-4,CCCC(=O)Nc1ccc(Cl)c(NC(=O)c2ccco2)c1
i,0,4,-1,-10,-1.0,-3,7,-0.4,4,NNC(=O)c1cc(S(=O)(=O)N2CCOCC2)c[nH]1
i,4,4,-1,-7,-1.3,4,9,-0.7,-7,CC(=O)/C(=N\Nc1cccc(Cl)c1)Sc1nnc(-c2ccccc2)n1-c1ccccc1
i,10,5,0,-4,2.1,0,-5,-0.8,-7,O=C(C(Cc1ccccc1)N1C(=O)c2ccccc2C1=O)N1c2ccccc2CCc2ccccc21 (stereo unspecified)
i,-8,4,2,-9,-1.4,-1,3,-0.2,-6,CS(=O)(=O)N1CCC(C(=O)Nc2ccccc2Br)CC1
i,-2,10,-2,3,-2.4,0,8,-0.2,-12,NC(=O)C1CCN(C(=O)c2cc3ccccn3n2)CC1
i,-5,6,-1,-14,-1.2,0,1,0.0,-7,CCOC(=O)COc1cccc2c(=O)n(CC(=O)NCc3ccccc3)ccc12
i,2,3,-3,34,-1.8,-2,0,-0.3,1,Cc1noc(NS(=O)(=O)c2ccc(NC(=O)CC(C)C)cc2)c1C
i,-9,-10,3,8,2.8,-2,-4,-0.3,-6,COc1ccc(-c2ccc(S(=O)(=O)N3CCCC3)cc2)cc1
i,-4,12,1,-1,0.2,2,-5,0.3,3,COc1ccc2[nH]c(C)c(C(=O)CN3CCN(C(=O)c4ccco4)CC3)c2c1
i,7,7,0,-16,1.4,3,-3,-0.4,14,Cn1c(=O)cc(Nc2ccccc2)c2c(=O)n(-c3ccccc3)c(=O)n(-c3ccccc3)c21
i,-5,-10,1,-4,0.0,0,-3,-0.7,1,Cc1ccc(S(=O)(=O)N2CCCCC2)cc1NC(=O)COC(=O)Cc1c(F)cccc1Cl
i,-5,7,-9,-14,-1.7,2,3,-0.2,9,O=C(O)CN1C(=O)c2ccc(Oc3cccc4c3C(=O)N(CC(=O)O)C4=O)cc2C1=O
i,-5,-1,-1,-3,-0.4,1,3,0.1,-1,Cc1nn(C)c(Oc2cccc(C(F)(F)F)c2)c1C=O
i,nt,-12,2,1,-0.9,nt,nt,-0.8,nt,COC(=O)[C@@]12C[C@@H](CC(=O)NCc3ccc(OC)c(OC)c3)C(=O)N(CCc3ccc(OC)c(OC)c3)C1=CCC(C)(C)C2
i,-6,-2,-9,0,-1.9,1,9,-0.3,-12,Cc1sc2nc(-c3ccc(Br)cc3)oc(=O)c2c1C
i,1,-14,-6,6,-0.3,1,-5,0.6,-10,CNC(=S)N1CCn2cccc2C1c1ccc(F)cc1 (stereo unspecified)
i,-1,15,-7,-9,-1.5,2,1,-0.4,8,COc1cc(OC)c2c(-c3ccccc3)cc(=O)oc2c1C(CC(=O)N1CCOCC1)c1ccc(N(C)C)cc1 (stereo unspecified)
